# BAP1 inh: blocks human BAP1 ubiquitin-AMC hydrolysis; Q92560; recombinant BAP1, Ub-AMC hydrolysis fluorescence kinetic; stronger effect = lower value; activity remaining (% of control), % at 20 µM; 0.48% of 72,000 active;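 active = activity remaining at or below 50% of control, provided the compound also passes the data quality filters; inactive = the rest, including low values that fail the filters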;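 note: 100% = DMSO wells rate and 0% = substrate alone blank rate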
# Target sequence (Q92560 whole entry, looked up): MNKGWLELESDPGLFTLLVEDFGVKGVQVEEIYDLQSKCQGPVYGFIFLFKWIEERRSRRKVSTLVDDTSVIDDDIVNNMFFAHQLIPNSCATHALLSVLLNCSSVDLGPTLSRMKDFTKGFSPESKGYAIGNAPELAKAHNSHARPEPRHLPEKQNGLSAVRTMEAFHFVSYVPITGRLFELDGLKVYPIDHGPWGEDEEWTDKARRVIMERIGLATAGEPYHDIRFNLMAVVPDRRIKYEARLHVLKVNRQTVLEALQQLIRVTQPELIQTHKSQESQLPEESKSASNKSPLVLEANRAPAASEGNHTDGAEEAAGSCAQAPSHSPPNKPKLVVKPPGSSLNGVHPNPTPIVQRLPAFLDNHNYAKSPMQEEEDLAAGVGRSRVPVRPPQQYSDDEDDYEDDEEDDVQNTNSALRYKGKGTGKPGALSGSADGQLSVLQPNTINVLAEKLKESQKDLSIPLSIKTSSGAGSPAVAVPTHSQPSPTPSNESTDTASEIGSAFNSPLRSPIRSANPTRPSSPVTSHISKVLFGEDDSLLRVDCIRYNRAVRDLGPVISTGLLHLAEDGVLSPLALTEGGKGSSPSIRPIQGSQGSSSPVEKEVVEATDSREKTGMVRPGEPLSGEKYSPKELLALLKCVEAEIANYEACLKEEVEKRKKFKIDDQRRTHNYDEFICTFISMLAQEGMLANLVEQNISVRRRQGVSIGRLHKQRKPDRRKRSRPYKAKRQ
# HePTP inh: inhibitors of human HePTP phosphatase. recombinant HePTP phosphatase activity, OD absorbance. inhibition, % at 20 µM. 0.64% of 110,000 active. AID 521; in the data active = inhibition above about 50%;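 note: plate controls were vehicle for no effect and reference inhibitor for full effect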
# Target sequence (P35236 whole entry, looked up): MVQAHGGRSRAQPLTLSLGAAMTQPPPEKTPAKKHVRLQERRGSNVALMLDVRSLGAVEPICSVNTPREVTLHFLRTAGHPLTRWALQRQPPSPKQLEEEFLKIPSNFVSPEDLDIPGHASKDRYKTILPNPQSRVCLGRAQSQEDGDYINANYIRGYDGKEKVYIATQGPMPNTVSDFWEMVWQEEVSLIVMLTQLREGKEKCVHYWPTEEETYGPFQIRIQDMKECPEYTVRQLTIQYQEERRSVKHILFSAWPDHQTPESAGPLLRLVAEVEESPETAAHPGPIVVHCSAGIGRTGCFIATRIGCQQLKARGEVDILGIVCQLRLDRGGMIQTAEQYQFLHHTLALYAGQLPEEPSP
# Active calls of the source: *; . = not tested or not shown; & = joins results of further samples.
BAP1 inh	HePTP inh	SMILES
97.0	10.9	COc1ccc(N=c2oc3c(OC)cccc3cc2C(=O)NCc2ccco2)cc1OC
105.4	-2.7	c1ccc(-n2nnnc2SCc2cn3ccccc3n2)cc1
97.3	3.1	COc1ccc(C(=O)NCC2OCCc3ccccc32)c(O)c1 (stereo unspecified)
.	-5.4	CC(C)OC(=O)c1c(-c2ccc(Cl)cc2Cl)csc1NC(=O)/C=C/C(=O)O
.	-4.5	Cc1ccc(C(O)(C(=O)N=c2ccccn2O)c2ccc(C)cc2)cc1
66.6	-7.5	O=C(O)CCC(=O)NC1CCCCCCC1
.	-1.5	O=C(NCCN1CCNCC1)C(=O)Nc1ccc(Br)cc1
.	-24.8	Cc1cc(C)n2c(SCCO)nnc2n1
.	7.6	COc1ccc(Br)cc1CN1CCN(Cc2cccn2C)CC1
96.3	-4.4	CC(C)C(NS(=O)(=O)c1ccc(Br)s1)C(=O)O (stereo unspecified)
.	7.1	Cc1ccc2nc(N3CCOCC3)c(C=O)c(=O)n2c1
82.8	1.5	O=C(O)CNC1=NCCC1
121.8	1.6	CC(C)NC(=O)Cn1nnc(-c2ccc(Cl)cc2)n1
.	-6.2	O=C(NCCOc1ccccc1)c1ccccc1C(F)(F)F
84.1	-7.7	Cc1nc(NC(=O)c2cc3c(s2)CCCCC3)sc1C(=O)N(C)C
101.8	3.5	CN1C(=C2C(=O)OC(C)(C)OC2=O)Sc2ccccc21
.	3.1	CCOc1cc(/C=N/n2cnnc2)cc(Br)c1OCCOc1ccc(C(C)CC)cc1 (stereo unspecified)
98.3	7.7	CC(C)(O)C#Cc1ccccc1C(=O)NC(CC(N)=O)C(=O)O (stereo unspecified)
.	18.1	CCOc1ccccc1/C=C1/C(=O)NN(c2ccc(I)cc2)C1=O
.	9.3	COc1cc(C2/C(=C(\O)c3ccccc3)C(=O)C(=O)N2c2ccccn2)ccc1O (stereo unspecified)
112.2	0.9	CN(C)S(=O)(=O)c1cccc(C(=O)C2=C3SC=C(c4ccccc4)N3CC2)c1
95.8	6.2	CN(C)S(=O)(=O)c1ccc(C(=O)Nc2ccc(OCC(=O)N3CCOCC3)cc2)cc1
230.3	8.6	O=C(Nc1nc2c(Cl)cccc2s1)c1ccc(Br)o1
.	4.2	Cc1ccsc1/C=C1\C(=O)NC(=O)N(c2ccc(Cl)cc2)C1=O
87.2	9.4	Cc1csc(SCC(=O)Nc2c(C)n(C)n(-c3ccccc3)c2=O)n1
92.4	-1.2	C=CCNc1oc(COc2ccc(C)cc2)nc1C#N
.	3.8	COc1cccc(C(=O)N2CCN(c3ccccn3)CC2)c1
99.1	9.7	O=c1c2c(nc3nc(SCc4ccccc4)[nH]n13)CCC2
80.6	0.5	Brc1ccccc1-c1nnc(COc2ncnc3c2cnn3-c2ccccc2)o1
101.2	-0.3	Cc1ncc2c(c1OC(=O)c1ccccc1)COC(C)(C)OC2
.	3.5	O=C(Nc1ccccn1)[C@@H]1C2C=CC(C2)[C@@H]1C(=O)O (stereo partly specified)
.	-10.6	O=S(=O)(c1cccc2ccccc12)n1cnc2ccccc21
.	-13.3	CC(C)NC(=O)C1CC(=O)N(c2ccc(Br)cc2)C1 (stereo unspecified)
.	-3.7	O=C1NC(=O)N(c2ccc(Cl)cc2)C(=O)/C1=C/c1ccsc1
.	-12.3	CCOc1cc(/C=N/NC(=O)Cc2cccc3ccccc23)cc(I)c1O
.	15.0	O=C1NC(=S)S/C1=C\c1ccc(Oc2ccc([N+](=O)[O-])cn2)cc1
162.3	11.8	COc1ccc(S(=O)(=O)Nc2ccc(NC(C)=O)cc2)cc1OC
107.3	-0.4	CCOCCCNC(=O)CN1CCN(c2ccc(F)cc2)CC1
93.0	7.1	CCOC(=O)N1CCN(Cc2nc(-c3ccc(C)cc3)no2)CC1
.	9.3	COc1ccc(CCNC(=O)CCN2C(=O)c3ccccc3C2=O)cc1OC
.	7.7	CCCCCCCNC1CC(=O)N(c2ccc(Br)cc2)C1=O (stereo unspecified)
99.5	4.2	N#Cc1ccccc1NC(=O)COC(=O)c1ccc(S(=O)(=O)N2CCCC2)cc1
.	-3.6	CCOc1ccc(/C=C(/NC(=O)c2cccc(Br)c2)C(=O)N2CCCC2)cc1
.	-7.3	CC1=Nc2ccccc2/C1=C\c1c(O)n(-c2ccccc2)c(=O)[nH]c1=O
.	-0.6	CCOc1ccc(/C=C(\C#N)C(=O)NCc2ccco2)cc1OC
92.4	.	CSc1ccc2c(c1)C(N1CCN(C)CC1)Cc1ccccc1S2 (stereo unspecified)
137.1	3.3	Cn1c(=O)c2c(nc(Br)n2Cc2ccc3ccccc3c2)n(C)c1=O
.	-14.3	Cc1ccc(C(=O)CC2(O)C(=O)Nc3ccc(Br)cc32)cc1 (stereo unspecified)
.	6.6	Cc1ccc(/C=C/C(=O)Nc2ccc(S(N)(=O)=O)cc2)cc1
.	9.6	COC(=O)CCC(=O)Nc1c(C)cc(C)cc1C
.	5.8	O=C(/C=C/c1ccc(F)cc1)Nc1ccccc1Br
.	2.5	CCN1C(=O)C(=Cc2ccc(O)cc2)C(=O)NC1=S
.	-1.6	C=CCn1c(SCC(=O)Nc2cc3oc4ccccc4c3cc2OC)nnc1-c1cnccn1
.	9.0	O=C1C2C3C=CC(C3)C2C(=O)N1/N=C/c1cc(Br)c(O)cc1O (stereo unspecified)
.	-10.1	COc1ccc(CC(=O)Nc2ccc(NC(=O)c3ccc(Cl)cc3Cl)cc2)cc1OC
.	6.9	Cc1sc(NC(=O)Nc2ccccc2)nc1-c1ccccc1
111.3	3.4	O=S(=O)(c1ccc(S(=O)(=O)N2CCN(Cc3ccccc3)CC2)cc1)N1CCOCC1
105.1	9.2	CCOC(=O)c1ccc(S(=O)(=O)N2CCC(C(=O)OCC)CC2)cc1
96.5	6.5	CCN(CC)C(=O)c1cc(-c2ccccc2OC)on1
.	-14.9	CCN(CC)CCCCCCOc1ccccc1OC

# (more compounds)
BAP1 inh	HePTP inh	SMILES
.	-1.2	COc1ccc(-c2nc3cc(NC(=O)COc4ccccc4[N+](=O)[O-])ccc3o2)cc1Cl
.	5.3	COc1ccc(NC(=O)c2cc(NC(=O)c3ccccc3)cc(C(=O)Nc3ccc(OC)cc3)c2)cc1
77.5	9.3	O=C(CSc1nnc(-c2cnccn2)n1Cc1ccco1)c1ccc(Cl)cc1
.	-2.8	O=C1CC(Cc2ccc(Cl)cc2)C(=O)N1c1ccc(F)cc1 (stereo unspecified)
.	-13.4	CCCc1nc2c(C)ccc(C)c2c(N)c1CC
.	4.6	COc1ccc(Cl)cc1NC(=O)COc1cc(C)c(Cl)c(C)c1
.	10.7	CC1CC=C2C(C#N)=C(N)C(C#N)(C#N)C(c3cccs3)C2C1 (stereo unspecified)
86.0	-0.5	O=C(CSc1nc2sc3c(c2c(=O)[nH]1)CCCC3)N1CCN(CCO)CC1
103.5	2.8	CCOC(=O)c1ccc(S(=O)(=O)n2c(CN3CCCCC3)nc3ccccc32)cc1
.	1.7	C=C(C)c1cccc(C(C)(C)NC(=O)Nc2ccc(C(N)=O)cc2)c1
98.5	5.4	Cc1ccnc2c1NC(=O)c1cccnc1N2C1CC1
.	4.5	O=C(NCCN1CCN(S(=O)(=O)c2ccccc2)CC1)C(=O)Nc1ccc(Br)cc1
127.5	7.9	CC1=C(C(=O)Nc2ccccc2)C(c2ccc([N+](=O)[O-])cc2)NC(=S)N1 (stereo unspecified)
94.8	.	O=c1cc(N2CCOCC2)oc2c(-c3ccccc3)cccc12
85.0	-1.1	CCN(CC)CCOC(=O)c1c(C)n(C)c2ccc(OC)cc12
93.6	5.5	COc1ccc(C)cc1NS(=O)(=O)c1ccc(NS(=O)(=O)c2ccc(NC(C)=O)cc2)cc1
.	8.8	O=C1NC(=S)N/C1=C\c1ccccc1OCc1ccc([N+](=O)[O-])cc1
.	-4.3	COc1ccc(C=O)cc1OCc1ccccc1
95.7	1.6	Fc1ccc(NCc2cn3ccccc3n2)cc1
114.1	.	O=C(COc1ccc2oc3c(c2c1)CCCC3)Nc1ccccn1
95.9	7.5	O=C(NCc1ccccn1)C1CCC(=O)N1C1CCCC1 (stereo unspecified)
.	4.6	COCC(=O)Nc1nnc(-c2cccs2)s1
57.9	2.5	N#Cc1ccccc1Cn1c(=O)n(Cc2ccc(C(=O)NCc3ccco3)cc2)c(=O)c2ccccc21
.	5.4	CCCOc1cccc(C(=O)Nc2ccc(C)cc2[N+](=O)[O-])c1
.	-7.0	CCCC1CCc2c(sc(NC(=O)Cc3ccccc3)c2C(N)=O)C1 (stereo unspecified)
100.6	3.1	Nc1nc(Nc2cccc(C(F)(F)F)c2)nc(C(F)(F)F)n1
.	-0.6	COc1ccc(CC(=O)O/N=C(\N)c2ccc([N+](=O)[O-])cc2)cc1OC
100.4	10.0	CCOC(=O)N1CCN(C(c2ccc(Cl)cc2)c2sc3nc(C)nn3c2O)CC1 (stereo unspecified)
87.8	-6.8	COc1ccc(NC(=O)N(C2CCCCC2)C(C)c2ccco2)c(OC)c1 (stereo unspecified)
.	67.2*	CC1=C(C#N)C(=O)NC(=O)/C1=C\c1ccc(-c2ccc(Cl)c(Cl)c2)o1
91.9	3.7	Cc1ccc(-n2ncc3c(Nc4c(C)n(C)n(-c5ccccc5)c4=O)ncnc32)c(C)c1
.	-11.3	COCCOC(=O)C1=C(C)NC(=O)NC1c1cccc(OCc2ccccc2)c1 (stereo unspecified)
72.3	2.1	COCCCn1c(=N)c(C(=O)NCc2ccc3c(c2)OCO3)cc2c(=O)n3ccccc3nc21
.	1.0	N#CC(C(N)=O)C(SCc1ccccc1)c1ccc(Br)cc1 (stereo unspecified)
121.4	8.7	Cc1c(C(=O)O)c2cc(O)ccc2n1-c1ccccc1
.	2.0	CCOc1ccc(N(CC(=O)Nc2ccc(C)c(C)c2)S(=O)(=O)c2ccc(SC)cc2)cc1
118.6	.	COCC(=O)NCc1ccc2c(c1)cc(C)n2C
89.2	2.6	O=C(CSc1nnc(COc2ccccc2)n1Cc1ccco1)c1ccc(F)cc1
66.2	2.0	c1ccc(C2=Nn3c(nnc3-c3cc(-c4ccccc4)n[nH]3)SC2)cc1
181.5	.	Cc1ccc(-n2nc3c(c2NC(=O)c2ccc(S(=O)(=O)N(C)C)cc2)CSC3)c(C)c1
94.1&88.5	.	CC(C)(C)[C@]1(O)CCN2C[C@H]3c4ccccc4CCc4cccc(c43)[C@@H]2C1
.	7.3	Nc1ccc2nc(SCc3ccc(F)cc3)sc2c1
.	-4.1	COc1ccc(OC)c(/C=N\N2CCN(c3ccccc3)CC2)c1
.	-6.8	Cc1ccccc1N(CC(=O)Nc1ccc(Cl)c(Cl)c1)S(C)(=O)=O
85.5	7.1	CCOC(=O)N1CCN(C(=O)CSc2nnc(-c3cc(OC)ccc3OC)o2)CC1
.	-0.7	COc1ccccc1C1/C(=C(/O)c2ccccc2)C(=O)C(=O)N1c1cccc(Br)c1 (stereo unspecified)
85.7	4.2	Cc1ccc2cc(CN(CCN3CCCC3)C(=O)Nc3ccc(F)cc3)c(=O)[nH]c2c1C
.	-4.4	COc1cc(C=C2C(=O)N(C)C(=O)N(C)C2=O)ccc1OCc1ccccc1Cl
95.0	-4.5	CC(Oc1ccccc1)C(=O)Nc1ccc(S(=O)(=O)N2CCOCC2)cc1 (stereo unspecified)
.	-15.2	NC(=O)C(c1ccccc1)c1ccccn1 (stereo unspecified)
94.3	12.9	Cc1nc2sccn2c1-c1nc(C2CC2)c(C(=O)c2ccc3c(c2)NC(=O)CO3)s1
.	-12.4	COc1ccc(OC)c(CN2CCN(C(=O)c3ccc(OC)c(OC)c3)CC2)c1
105.2	4.9	Cc1cccc(-n2ncc3c(N4CCC(C)CC4)ncnc32)c1
108.6	-2.9	O=C1N=C(N2CCOCC2)CS1
111.0	4.0	CCOC(=O)CCc1c(C)nc(SCCCn2c(=O)[nH]c3ccccc32)c(C#N)c1C
99.6	3.6	O=C(NCCCn1ccnc1)c1ccc2c(c1)OCCO2
123.3	1.5	COc1ccc(C(=O)N2CCSC2=S)cc1OC
110.9	-9.5	Cc1cc(C)c(NC(=O)C2CCCN2CCO)c(C)c1 (stereo unspecified)
.	4.8	O=C(CNS(=O)(=O)c1cccs1)Nc1ccc2c(c1)OCCO2
94.3	8.4	CN1CCN(Cc2nc3c(c(=O)n(C)c(=O)n3C)n2Cc2ccccc2Cl)CC1

# Filtered by structure, the entries above with a Cl atom
BAP1 inh	HePTP inh	SMILES
.	-5.4	CC(C)OC(=O)c1c(-c2ccc(Cl)cc2Cl)csc1NC(=O)/C=C/C(=O)O
121.8	1.6	CC(C)NC(=O)Cn1nnc(-c2ccc(Cl)cc2)n1
230.3	8.6	O=C(Nc1nc2c(Cl)cccc2s1)c1ccc(Br)o1
.	4.2	Cc1ccsc1/C=C1\C(=O)NC(=O)N(c2ccc(Cl)cc2)C1=O
.	-3.7	O=C1NC(=O)N(c2ccc(Cl)cc2)C(=O)/C1=C/c1ccsc1
.	-10.1	COc1ccc(CC(=O)Nc2ccc(NC(=O)c3ccc(Cl)cc3Cl)cc2)cc1OC
.	-1.2	COc1ccc(-c2nc3cc(NC(=O)COc4ccccc4[N+](=O)[O-])ccc3o2)cc1Cl
77.5	9.3	O=C(CSc1nnc(-c2cnccn2)n1Cc1ccco1)c1ccc(Cl)cc1
.	-2.8	O=C1CC(Cc2ccc(Cl)cc2)C(=O)N1c1ccc(F)cc1 (stereo unspecified)
.	4.6	COc1ccc(Cl)cc1NC(=O)COc1cc(C)c(Cl)c(C)c1
100.4	10.0	CCOC(=O)N1CCN(C(c2ccc(Cl)cc2)c2sc3nc(C)nn3c2O)CC1 (stereo unspecified)
.	67.2*	CC1=C(C#N)C(=O)NC(=O)/C1=C\c1ccc(-c2ccc(Cl)c(Cl)c2)o1
.	-6.8	Cc1ccccc1N(CC(=O)Nc1ccc(Cl)c(Cl)c1)S(C)(=O)=O
.	-4.4	COc1cc(C=C2C(=O)N(C)C(=O)N(C)C2=O)ccc1OCc1ccccc1Cl
94.3	8.4	CN1CCN(Cc2nc3c(c(=O)n(C)c(=O)n3C)n2Cc2ccccc2Cl)CC1
